Screening data as filed in PubChem BioAssay.
EWS-Fli block = EWS/Fli transcriptional activity inhibition. A673 NR0B1-luciferase reporter, viability-normalised. inhibition, % at 12.6 µM. 350,000 compounds, 0.67% hits. AID 651661;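 active means mean inhibition of at least 50% after viability correction, with every replicate also passing that limit; inconclusive means mean reaches 50% but only one of two replicates passes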;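 further: firefly luciferase signal divided by Alamar Blue viability fluorescence both relative to DMSO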
INS-1E GSIS act = primary screen for activators of insulin secretion dependent on glucose, INS-1E cells, GLuc reporter luminescence | INS-1E GLuc reporter insulin secretion, 2-3 h | activation, % at 16.6 µM | 370,000 compounds, 0.61% hits | AID 743287;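 active means lowest replicate activation of at least 40%, so every replicate reaches that level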;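 further: 0% = median of neutral control wells and 100% = median of IBMX positive control wells; some compounds called inactive have numbers as strong as hits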
PAX8 inh HTS = inhibitors of PAX8 transcriptional activity in RMG-I cells; RMG-I TPO-luciferase reporter, SteadyGlo, 24 h; inhibition, % at 12.6 µM; 360,000 compounds, 1.2% hits;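 active means mean replicate inhibition at least 60% with every replicate also reaching 60%; inconclusive means only one of the two criteria is met; inactive means mean below 60% and not all replicates reaching 60%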;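 further: luciferase light reporting Pax8 driven TPO promoter activity; plate controls were median of neutral control wells for no effect and mitoxantrone controls for full effect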
Xi reactivation = X-chromosome reactivation activator; XiGFP mouse fibroblasts, % GFP-positive cells imaging, 3 d; cells co-treated with 5-aza-dC sensitizer; scaled so ellipticine positive control = 100%; activation, % at 7.58 µM; 360,000 compounds, 0.055% hits; AID 743238;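 active means mean normalized replicate activation at least 10% and every replicate at or above 10%; inconclusive means only one of the two criteria met; inactive means mean below 10% and not all replicates reach 10%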;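 further: 0% = median of on-plate neutral control wells and 100% = ellipticine 6 µM median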
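material = 68-5-11 XiGFP fibroblast line | medium = DMEM plus 5-aza-dC sensitizer | schedule = 3 days compound exposure | benchmarks = positive control ellipticine, 6 µM final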
ERp5 block = blocks human ERp5 reductase activity on insulin. ERp5 insulin aggregation, absorbance 650 nm, 90 min. AID 651711. Q15084. inhibition, % at 9.99 µM. 350,000 compounds, 0.05% hits;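 active means mean replicate inhibition above about 25%, with every replicate also reaching it, limit read from the data, passing the limit was not always enough; inconclusive means only one of those two criteria met; inactive means neither criterion met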
Target sequence (Q15084 whole entry, looked up): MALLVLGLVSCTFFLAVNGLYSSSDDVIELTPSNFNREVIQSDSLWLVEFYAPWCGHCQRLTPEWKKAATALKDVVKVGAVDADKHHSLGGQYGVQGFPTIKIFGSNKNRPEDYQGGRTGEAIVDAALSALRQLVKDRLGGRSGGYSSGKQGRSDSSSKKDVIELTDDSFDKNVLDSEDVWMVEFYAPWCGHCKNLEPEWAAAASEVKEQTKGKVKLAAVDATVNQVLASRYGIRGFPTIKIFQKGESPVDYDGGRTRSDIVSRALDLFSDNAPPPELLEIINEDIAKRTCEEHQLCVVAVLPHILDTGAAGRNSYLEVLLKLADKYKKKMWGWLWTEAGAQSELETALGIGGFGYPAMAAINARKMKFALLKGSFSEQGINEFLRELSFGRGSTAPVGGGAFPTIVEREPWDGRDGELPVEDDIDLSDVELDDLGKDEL
ARNT TACC3 PPI = ARNT/TACC3 interaction disruption. AlphaScreen His-ARNT PAS-B/GST-TACC3 binding, luminescence; TACC3 fragment carries E629A point mutation. inhibition, % at 9.99 µM. 390,000 compounds, 0.66% hits. AID 623870;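 active means mean inhibition of replicates at least 50% and at least half of replicates each reaching 50%; inconclusive means half or more replicates reach 50% but mean below 50%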;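 further: 0% = complete ARNT plus TACC3 wells and 100% = ARNT alone without TACC3; many hits fall short of the cut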
CFTR F508del cor = correctors of CFTR F508del function in bronchial epithelial cells. CFBE cells, YFP halide quenching; stimulated with forskolin plus potentiator P3; % fluorescence drop versus neutral controls. activity (quench increase), % at 7.58 µM. 350,000 compounds, 0.36% hits;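 active means mean added fluorescence quench of at least 8% versus neutral control, with both replicates also reaching 8%; inconclusive means only one of the mean or replicate conditions met; inactive means mean below 8% and not both replicates reaching 8%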;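 further: cells transiently co-express mutant CFTR-F508del with the halide-sensitive YFP; corrector assay measuring rescue of mutant channel to the surface after 24 h compound exposure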
DENV2 CPE rescue = inhibitors of DENV2 cytopathic effect. DENV2-infected cells, cytopathic effect rescue, plate reader. CPE inhibition, % at 9.99 µM. 350,000 compounds, 1.7% hits. AID 651640; in the data active means CPE inhibition above about 20%, passing the limit was not always enough; inconclusive means no clear call, values can overlap the other calls; tested in BHK-21 cells;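 further: 0% = median of neutral control wells and 100% = median of positive control wells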
Active calls of the source: *; ? = inconclusive; · = no result given.

SMILES | EWS-Fli block | INS-1E GSIS act | PAX8 inh HTS | Xi reactivation | ERp5 block | ARNT TACC3 PPI | CFTR F508del cor | DENV2 CPE rescue
CC(C)NC(=O)Nc1ccc2c(c1)C(=O)N([C@H](C)CO)C[C@H](C)[C@H](CN(C)S(=O)(=O)c1ccccc1)OCCCC[C@@H](C)O2 | -5 | 8 | -21 | -0.1 | 2 | -2 | 0.2 | -2
CCC(=O)Nc1ccc2c(c1)C(=O)N(C)[C@H]1CC[C@@H](CC(=O)NCC3CCCCC3)O[C@@H]1CO2 | 0 | 17 | 3 | 0.4 | -2 | 5 | -0.4 | -6
O=C(c1ccc2c(c1)OCO2)N1CC(=O)N2[C@H](CO)[C@H](c3ccc(-c4ccccc4)cc3)[C@@H]2C1 | · | -10 | · | 0.4 | -5 | · | 3.4 | 49*
CC(C)Cn1cnc2c(SCc3ccc(Cl)cc3)nc(N)nc21 | -23 | -38 | -17 | 0.1 | -1 | 4 | 0.1 | 6
COCCN1C(=O)C(=O)/C(=C(/O)c2ccc(S(=O)(=O)N3CCOCC3)cc2)C1c1ccc(OC)c(OC)c1 (stereo not drawn) | -2 | 5 | 13 | 0.0 | -10 | -3 | 2.0 | -7
O=C(O)c1ccc2ncc(NC(=O)c3ccc(F)cc3)c(=O)n2c1 | -15 | 24 | -2 | -0.2 | 6 | -1 | -1.9 | -9
O=C(Nc1ccc(F)cc1)c1ccccc1S(=O)(=O)c1ccccc1[N+](=O)[O-] | -8 | -8 | 5 | 0.0 | -2 | -14 | · | -2
O=C(Cn1cc([N+](=O)[O-])ccc1=O)Nc1ccc2c(c1)OCO2 | -2 | -2 | 4 | 0.0 | 4 | · | -3.5 | 3
COc1ccc(OCCN2CCC(C(=O)NC(c3ccc(OC)cc3)c3ccccn3)CC2)cc1 (stereo not drawn) | 7 | -19 | -11 | 0.0 | -1 | · | 0.5 | -7
COc1ccc(NC(=O)C2Cc3c(-c4cccc(C(C)=O)c4)ccnc3O2)cc1OC (stereo not drawn) | 46 | -42 | 13 | 0.2 | 5 | · | 0.9 | ?
O=C(C[C@H]1C[C@H]2c3cc(NC(=O)Nc4ccccc4)ccc3O[C@H]2[C@@H](CO)O1)NCc1cccc(F)c1 | 0 | 1 | -7 | 0.0 | 9 | 0 | 0.2 | 1
Cc1ccccc1-c1cnc2c(c1)C(=O)N([C@@H](C)CO)C[C@@H](C)[C@@H](CN(C)Cc1cccnc1)O2 | -6 | 14 | · | -0.3 | 5 | -4 | -3.3 | 4
C#Cc1ccc(NC(=O)C2(C)CCN2C(=O)C2(c3ccccc3)CC2)cc1 (stereo not drawn) | 4 | -32 | 9 | 0.5 | 4 | · | 2.2 | -1
O=C(Nc1ccc(F)cc1)N1CCCN(c2nccc(C(F)(F)F)n2)CC1 | -1 | -32 | 9 | 0.4 | -1 | 3 | 0.0 | -3
Cc1nc(-c2ccccc2)sc1-c1ccn[nH]1 | -19 | 44 | -156 | 0.1 | 5 | -4 | -1.5 | -5
Cc1ccccc1S(=O)(=O)N1C[C@H]2[C@@H](c3ccccc31)[C@@H](CO)N2C(=O)CC1CC1 | 9 | -6 | -21 | 0.4 | 0 | -1 | 2.0 | 3
Cc1cc(NC(=O)COc2ccccc2C)ccc1NC(=O)c1ccco1 | -3 | 2 | -19 | 0.0 | 1 | -3 | 2.3 | 4
Cc1ccc(Cl)cc1NC(=O)Cn1nc(-c2cccs2)ccc1=O | -2 | -7 | -6 | 0.2 | 6 | -2 | -0.2 | 3
Cc1cccc(Cc2nnc(CCC(=O)N(C)Cc3ccncc3C)o2)c1 | 11 | · | -3 | 0.1 | -2 | -6 | 0.1 | 12
CC(=O)N(C)C[C@H]1Oc2ncc(C#Cc3ccccc3)cc2C(=O)N([C@@H](C)CO)C[C@H]1C | -5 | 27 | · | -1.4 | -2 | 2 | -0.1 | -7
Nc1ccc(Br)cc1Br | 16 | -6 | 10 | 0.1 | 4 | -10 | -4.8 | -3
Cc1cccc(CSc2ncccc2C(=O)O)c1 | -6 | 2 | 18 | 0.0 | 3 | -7 | 3.4 | -11
COCc1cccc(-c2csc(C(NC(C)=O)c3ccc(F)c(F)c3)n2)c1 (stereo not drawn) | -5 | · | -7 | -0.1 | 0 | · | 0.2 | -2
Cc1cc(=O)oc2c(C)cc(C(C)(C)C)cc12 | 8 | · | -6 | 0.1 | 0 | · | -7.5 | 12
O=C(NCC(c1ccco1)N1CCN(c2ccccc2F)CC1)c1ccco1 (stereo not drawn) | -1 | -3 | -16 | -0.2 | 0 | 1 | 1.9 | 13
O=C1C2C3C=CC(C3)C2C(=O)N1CCN1CCN(S(=O)(=O)c2ccc3ccccc3c2)CC1 (stereo not drawn) | · | 4 | 9 | · | -9 | 19 | · | ·
CCCCCC1CC(CC(C)C(=O)Nc2nncs2)C(=O)O1 (stereo not drawn) | -1 | -13 | -4 | 0.1 | -3 | -17 | 0.6 | 4
COc1ccc(NC(=O)N[C@H]2CC[C@H](CCNC(=O)c3ccccc3F)O[C@@H]2CO)cc1 | -4 | 3 | 7 | 0.0 | 3 | -3 | 0.8 | 13
COc1ccc2c3c(n(C)c2c1)[C@@H](CO)N(C)CC31CN(C(=O)NC(C)C)C1 | -1 | 2 | · | ? | -4 | · | -0.3 | 3
O=C/C=C/c1ccc(/C=C/c2ccccc2)cc1 | 9 | · | -78 | · | 2 | · | -2.8 | 14
Cc1ccc(C(=O)Nc2cccc3cccnc23)cc1C | -70 | -6 | -19 | 0.0 | 3 | -10 | 4.0 | -8
COc1ccc(CN=C2NN=C(c3ccc(Cl)cc3)CS2)cc1 | -1 | -12 | -11 | 0.0 | -2 | -7 | 2.8 | -1
COc1ccc(NC(=O)COC(=O)c2cc(C)oc2C)cc1OC | -3 | 0 | -4 | -0.1 | -5 | 8 | 0.9 | 1
CC1=C(C(=O)OCc2ccccc2)C(c2ccc(-c3ccccc3)cc2)NC(=O)N1CCCC(=O)O (stereo not drawn) | -1 | -1 | 7 | -0.1 | 5 | · | -1.7 | 6
C=CCn1c(SCC#N)nc2sc(CC)cc2c1=O | 11 | 89* | -15 | 0.0 | -8 | 8 | -0.7 | -4
COC(=O)[C@@H]1[C@@H](CO)[C@@H]2Cn3c(ccc(-c4cncnc4)c3=O)[C@@H]2N1CCC(F)(F)F | -1 | 4 | · | 0.0 | 14 | · | 1.4 | 11

Structures above with a thiophene ring, fused or not (two):
SMILES | EWS-Fli block | INS-1E GSIS act | PAX8 inh HTS | Xi reactivation | ERp5 block | ARNT TACC3 PPI | CFTR F508del cor | DENV2 CPE rescue
Cc1ccc(Cl)cc1NC(=O)Cn1nc(-c2cccs2)ccc1=O | -2 | -7 | -6 | 0.2 | 6 | -2 | -0.2 | 3
C=CCn1c(SCC#N)nc2sc(CC)cc2c1=O | 11 | 89* | -15 | 0.0 | -8 | 8 | -0.7 | -4

(further entries)
SMILES | EWS-Fli block | INS-1E GSIS act | PAX8 inh HTS | Xi reactivation | ERp5 block | ARNT TACC3 PPI | CFTR F508del cor | DENV2 CPE rescue
Cc1ccc(S(=O)(=O)N(C)C[C@H]2OCCCC[C@H](C)Oc3ccc(NC(=O)NC4CCCCC4)cc3C(=O)N([C@H](C)CO)C[C@@H]2C)cc1 | 8 | -17 | 31 | -0.1 | -3 | 12 | 0.8 | -5
O=C1CCCC2=C1C(c1ccsc1)CC(=O)N2c1ccccc1F (stereo not drawn) | 0 | 3 | -1 | 0.2 | 1 | -3 | 0.2 | 2
C=CCc1ccccc1Oc1cc(OC)nc(N)n1 | -1 | 63* | -3 | -0.1 | -2 | 0 | 3.8 | 0
CN(C)CCCNC(=S)N(CCO)Cc1cc2cc3c(cc2[nH]c1=O)OCO3 | 3 | · | 9 | 0.0 | 3 | 5 | -2.9 | -2
COc1ccccc1CC(=O)N1CCC(n2nccc2NC(=O)C2CCOC2)CC1 (stereo not drawn) | -8 | -6 | -14 | 0.1 | 1 | 2 | -1.9 | -6
O=C(CCc1ccccn1)N1CCCC(Nc2cccc(F)c2)C1 (stereo not drawn) | -6 | -5 | 6 | 0.0 | -13 | · | 2.8 | 9
Cn1c(SCC(=O)c2c(N)n(C)c(=O)n(C)c2=O)nnc1-c1ccccc1 | · | 3 | 9 | 0.0 | · | -2 | · | ·
O=C(Cn1c(=O)cnc2ccccc21)Nc1cccc(S(=O)(=O)N2CCOCC2)c1 | 6 | -6 | -4 | 0.2 | -10 | 10 | -4.4 | 4
CC(=O)c1cccc(NC(=O)c2ccc(C(=O)Nc3cccc(C(C)=O)c3)nc2)c1 | 2 | 11 | 10 | 0.0 | 4 | 3 | 0.3 | 7
C[C@@H]1CN([C@H](C)CO)C(=O)c2cccc(NC(=O)c3ccc(-c4nccs4)cc3)c2O[C@@H]1CN(C)S(=O)(=O)c1ccc(F)cc1 | 4 | -13 | · | -0.9 | -6 | 1 | 2.3 | -4
O=C(NCc1csc(-c2cccs2)n1)c1cccc(Cl)c1 | -3 | -5 | -9 | 3.2 | 1 | -3 | 0.1 | 0
COc1ccc2c3c(n(C)c2c1)[C@@H](CO)N(C(=O)c1cnccn1)CC31CCN(C(=O)c2cnccn2)CC1 | -12 | 17 | · | 0.4 | 13 | · | 0.6 | -4
COc1ccc2c(c1OC)C(=O)N(c1ccc(C)cc1)C2 | -48 | · | -94 | 0.0 | 5 | -1 | -2.7 | -1
CCNC(=S)Nc1ccc2c(c1)c(=O)n(C)n2Cc1ccc(Cl)cc1 | 16 | -8 | -23 | 0.2 | 6 | · | 3.1 | -3
O=C(N[C@@H]1CC[C@H](CCNC(=O)C2CCC2)O[C@@H]1CO)c1ccncc1 | 3 | 7 | -6 | -1.2 | -4 | · | 0.5 | 6
CCOc1ccc(C(C)=O)cc1N1C(=O)C2C3C=CC(C3)C2C1=O (stereo not drawn) | -6 | · | · | · | -2 | -9 | -3.2 | 9
CC(=O)N1CCOC12CCN(Cc1ccccc1)CC2 | -6 | 15 | -9 | 0.1 | 9 | · | -2.5 | -3
CCC(=O)N1[C@H](CNC(=O)CN2CCOCC2)[C@@H](c2ccccc2)[C@@H]1CO | 0 | 6 | -19 | 0.0 | · | · | 0.0 | -12
CCC(=O)Oc1ccc(C(=O)Nc2c[nH]c(=O)[nH]c2=O)cc1 | -4 | 9 | 15 | 0.4 | 0 | -5 | · | -3
N#Cc1c(-c2ccccc2)nc(SCc2cccc(C(F)(F)F)c2)[nH]c1=O | -2 | -29 | 6 | 0.0 | 6 | -5 | 1.2 | -4
COCCCNC(=O)c1ccccc1C(F)(F)F | 2 | 8 | -1 | 0.0 | -8 | -14 | -2.5 | -1
C[C@H]1CN([C@@H](C)CO)C(=O)c2ccccc2-c2ccccc2CO[C@H]1CN(C)C(=O)NC1CCCCC1 | -5 | 15 | -21 | 0.0 | 4 | -7 | 1.4 | -8
COCCNC(=O)C[C@@H]1C=C[C@@H](NC(=O)NC2CCCCC2)[C@H](CO)O1 | -6 | 29 | -9 | 0.1 | 0 | -1 | -1.6 | 12
Clc1cccc(CSc2ccc(-c3cccnc3)nn2)c1 | -24 | -12 | -26 | 0.1 | ? | 21 | -0.8 | -9
CC(=O)c1cc2c(cc1C)CCCC2(C)C | -3 | 43* | 10 | 0.0 | -8 | · | 0.3 | 6
CSc1ncc(CN2CCCC(C(=O)Nc3ccc(-c4ccco4)cc3)C2)cn1 (stereo not drawn) | · | 3 | 18 | 0.0 | 4 | 8 | -0.9 | 2
